# Screening results from PubChem BioAssay.
# Dynein cargo inh = inhibitors of GR-EGFP nuclear translocation, primary screen, dynein cargo transport inhibitor project, imaging, high-content, 3617.4 mouse cells. test concentration mostly 20 µM; stimulated with dexamethasone, 1 µM; stronger effect = lower value. z-score, hits read low. actives 0.47% (n = 220,000). AID 1381, 2008;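 active means plate z-score of nuclear minus cytoplasmic receptor signal below a set negative limit, without overly bright fluorescence or cell loss, cut at about -3.5 in these data, passing the limit was not always enough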;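 further: z-score of nuclear minus cytoplasmic ring GR-EGFP intensity difference per well; some compounds called inactive have numbers as strong as hits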
#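 medium = tetracycline-free induction medium containing charcoal-stripped FBS | also added = 1.0 µM final dexamethasone stimulus | schedule = 48 h induction, 1 h compound, 30 min dex at 37 °C | technique = fixed, Hoechst-stained cells imaged at 10x for EGFP | measure = GR-EGFP nuclear translocation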
# Insulin prom up = insulin promoter activators in MIN6 cells, imaging, high-content screening, mouse beta cells. MIN6 insulin promoter-GFP reporter; stronger effect = higher value. z-score at 5 µM. actives 0.3% (n = 190,000). AID 1625, 2009;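 active means z-score above 3 at 5 µM with at least 500 cells counted in the well; inconclusive means wells under 500 cells, flagged as cytotoxic or low count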
# P. falciparum M1AAP = P. falciparum M1AAP inhibitors, biochemical, fluorogenic H-Leu-NHMec substrate, 1536-well (AID 1445); Aminopeptidase N (Plasmodium falciparum (isolate 3D7)); recombinant M1AAP, H-Leu-NHMec fluorogenic kinetic assay; higher % means a stronger effect; one-dose inhibition, % at 30 µM; IC50 in µM for titrated hits; actives 0.42% (n = 220,000);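 active means primary inhibition above the hit cutoff, then over 50% inhibition at one or more dose response concentrations, cut at about 23% in these data, passing the limit was not always enough; inconclusive means conflicting primary data, or primary hits not chosen for dose response; inactive means low primary inhibition, or under 50% at every dose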;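 further: plate controls were DMSO full reaction for no effect and no enzyme background for full effect; strong numbers were not always called active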
# M17LAP inhibition = P. falciparum M17LAP inhibitors, primary screen, biochemical, fluorogenic H-Leu-NHMec substrate, 1536-well (AID 1619); recombinant M17LAP, H-Leu-NHMec fluorogenic kinetic assay; higher % means a stronger effect; one-dose inhibition, % at 30 µM; IC50 in µM for titrated hits; actives 0.38% (n = 220,000);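 active means compound inhibiting the enzyme by more than half at any dose during confirmatory dose-response retesting; inconclusive means strong single-dose inhibitors picked by rank but not retested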;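 further: plate controls were full reaction with DMSO carrier for no effect and no enzyme background for full effect; strong numbers were not always called active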
# Autophagy mod = autophagy modulators in MEF cells, primary screen, imaging, high-content, MEF GFP-LC3; MEF GFP-LC3 puncta imaging; test concentration mostly 10 µM; calls only at 10 µM (by protocol); actives 0.98% (n = 190,000); AID 463193, 2010;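 active means percentage of spot-positive cells more than 3 SD above its plate mean, without a fluorescence outlier flag or 80% toxicity; inconclusive means no clear call, values can overlap the other calls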;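 further: spot-positive cell cutoff set from DMSO-treated cells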
# CSM14.1 death rescue = rescue of cells from ER stress-induced death, primary screen, 384-well, CSM14.1, thapsigargin, ATP luminescence (AID 1222); CSM14.1 thapsigargin-induced death rescue, ATP luminescence; higher % means a stronger effect; cellular ATP content (survival), % at 20 µM; hits with a dose series show EC50 in µM; 190,000 tested, under 10 active;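 active means EC50 below 50 µM in the dose-response confirmation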;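 further: death triggered by thapsigargin at about 15 µM added after 2 h compound pretreatment; cell ATP read after overnight thapsigargin exposure of roughly 18 to 22 hours; normalized against plate controls of thapsigargin alone and 5% DMSO vehicle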
# Yfh1-off respiration = enhancers of respiration in Yfh1-depleted yeast, dose response, Friedreich's ataxia, plus single-dose screen (AID 1465). S. cerevisiae Yfh1-off respiration, WST-1 reduction, 72 h; higher fold induction means a stronger effect. fold induction at 50 µM, or EC50 in µM where a hit was titrated. actives 0.074% (n = 220,000);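 active means fold induction of absorbance versus untreated yeast above a set limit, then at least 30% activation at any dose in follow-up; inconclusive means repeats straddling the limit, or above it without dose testing; inactive means fold induction below the set limit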;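 further: activators that raise dye reduction in frataxin-depleted yeast; strong numbers were not always called active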
# MT stabilize HCS = microtubule stabilizers in HeLa cells, primary screen, imaging, high-content imaging | HeLa tubulin immunostaining HCS, 24 h; share of cells brighter than vehicle mean+2SD | % tubulin-high responders, % at 10 µM | actives 0.83% (n = 200,000) | AID 2205, 2009;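 active means plate Z-score above 3 for both tubulin-high and condensed-nucleus cell shares, with cell loss under 80%, at 10 µM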;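 further: anti alpha tubulin signal scored within the nucleus-defined area of each cell; some results filed as inactive read as strong as hits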
# Hep lipid drop = inhibitors of hepatocyte lipid droplet formation, primary screen, imaging, high-throughput imaging, BODIPY stain; inhibition, % at 6.5 µM; AID 1656, 2009; AML12 mouse hepatocytes, oleate lipid droplets; actives 0.4% (n = 240,000);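 active means lipid droplet intensity inhibited by at least 50%, with more than 500 cells counted; inconclusive means wells with under 300 cells, treated as cytotoxic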
#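 Assay system: AML12 mouse liver cells | Compound: 6.5 µM single-point dosing | Schedule: Overnight exposure | Technique: Fluorescence imaging, 20x objective, two fields per well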
# Dynein cargo inh cytoplasmic EGFP = further read-out of Dynein cargo inh, marked with its call; z-score; measured here: cytoplasmic GR-EGFP intensity; stronger effect = higher value
# Dynein cargo inh nuclear GR-EGFP = further read-out of Dynein cargo inh, marked with its call; z-score; measured here: nuclear GR-EGFP intensity;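 lower value marks the stronger effect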
# Dynein cargo inh cell count = further read-out of Dynein cargo inh, marked with its call; z-score; measured here: cell count per field
# Insulin prom up cell count = second read-out of Insulin prom up, no call of its own (marks repeat the call); cell count; measured here: cytotoxicity, nuclei count;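 total cells summed across four imaged fields per well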
# Hep lipid drop cells 6.5 µM = second read-out of Hep lipid drop, no call of its own (marks repeat the call); cell count; measured here: cell count, cytotoxicity flag;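 cells counted across two imaged fields per well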
# MT stabilize HCS Hoechst-high % = also measured in MT stabilize HCS; calls as there; % Hoechst-high responders; measured here: nuclear condensation Hoechst responders;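 share of cells brighter than vehicle mean plus two SD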
# MT stabilize HCS cytotoxicity % = recorded beside MT stabilize HCS, whose call it bears; toxicity, %; measured here: cytotoxicity by cell density;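 0% = mean cell density of plate MIN control wells and 100% = no cells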
# Autophagy mod cell loss 18 h = also measured in Autophagy mod; calls as there; toxicity, %; measured here: cell loss, nuclei count;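 cell loss after 18 h compound exposure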
# Starred values were filed as active, the others as inactive; i = inactive; ? = inconclusive; nt = no result given. Compounds were not picked by outcome. Share with any hit: about 3.5%.
SMILES,Dynein cargo inh,Dynein cargo inh cytoplasmic EGFP,Dynein cargo inh nuclear GR-EGFP,Dynein cargo inh cell count,Insulin prom up,Insulin prom up cell count,P. falciparum M1AAP,M17LAP inhibition,Autophagy mod,Autophagy mod cell loss 18 h,CSM14.1 death rescue,Yfh1-off respiration,MT stabilize HCS,MT stabilize HCS Hoechst-high %,MT stabilize HCS cytotoxicity %,Hep lipid drop,Hep lipid drop cells 6.5 µM
Cc1ccc(NC(=O)N2CCC(c3nc4c(nnn4Cc4cccc(Cl)c4)c(=O)[nH]3)CC2)cc1,1.2,-0.24,0.61,-0.59,-0.37,1238,2%,14%,i,0,nt,i,2.2,2.6,11,-9,682
CCn1c(CNC(=O)c2cccs2)nnc1SCC(=O)Nc1cc(Cl)ccc1C,1.8,0.75,1,-1.5,1.2,1406,6.9µM*,-4%,i,-9,-0.6%,i,4.1,2.0,2.1,nt,nt
Cc1ccc(-c2nc3c(=O)n(C)c4ccccc4c3o2)cc1,-0.23,-0.28,-0.092,0.018,-1.6,1030,7%,-16%,i,11,-2.1%,i,4.5,2.9,4.7,nt,nt
CCNC(=O)CN(Cc1ccccc1)S(=O)(=O)c1ccccc1,1.5,-0.36,0.58,-0.56,nt,nt,-3%,-4%,i,1,-1.4%,i,2.8,1.9,15,0,679
CSc1nc2c(c(=O)n1-c1ccccc1)SCC2,-0.83,-0.26,-0.044,-0.028,-0.19,1339,9%,13%,i,7,-1.9%,i,1.5,1.8,20,-3,637
O=C(O)Cc1ccc(OCc2ccc(Cl)nc2)cc1,-0.059,-0.29,0.1,0.24,1.2,1169,-4%,0%,i,15,nt,i,3.1,2.2,2.1,17,707
CC(=O)c1ccc(NC(=O)CN2C(=O)/C(=C/C=C/c3ccccc3)SC2=S)cc1,-0.81,-0.16,-0.88,0.81,-0.32,1443,12%,-4%,i,3,3.6%,i,3.1,2.7,8.8,3,714
CC1CCN(C(=O)C2CCN(S(=O)(=O)c3cccnc3)CC2)CC1,-0.26,-0.086,0.075,0.51,0.36,940,4%,-3%,i,-19,-1.3%,i,1.4,0.9,8.6,-6,740
Cc1cc(C)nc(/N=C2\NC(=O)CC3C(=O)NCCN23)n1 (centres undefined),-0.62,-0.25,-0.1,-0.33,nt,nt,-2%,-9%,i,-1,-1.1%,i,2.9,1.7,7.2,14,739
COC(CNC(=O)CCc1c(C)nc2c(-c3ccc(F)cc3)c(C)nn2c1C)OC,-0.29,-0.24,0.1,0.25,-0.06,882,?,22%,i,-1,5.1%,i,3.0,1.9,7.1,2,797

# Single entries from the entries so far.
# Reading of O=C(O)Cc1ccc(OCc2ccc(Cl)nc2)cc1 in MT stabilize HCS Hoechst-high %: 2.2
# Reading of COC(CNC(=O)CCc1c(C)nc2c(-c3ccc(F)cc3)c(C)nn2c1C)OC in Dynein cargo inh nuclear GR-EGFP: 0.1

# More results follow:
SMILES,Dynein cargo inh,Dynein cargo inh cytoplasmic EGFP,Dynein cargo inh nuclear GR-EGFP,Dynein cargo inh cell count,Insulin prom up,Insulin prom up cell count,P. falciparum M1AAP,M17LAP inhibition,Autophagy mod,Autophagy mod cell loss 18 h,CSM14.1 death rescue,Yfh1-off respiration,MT stabilize HCS,MT stabilize HCS Hoechst-high %,MT stabilize HCS cytotoxicity %,Hep lipid drop,Hep lipid drop cells 6.5 µM
O=C(CN1CCCC1)Nc1c2c(cc3c1CCC3)CCC2,-0.47,-0.24,-0.55,0.98,0.15,1194,-1%,-13%,i,3,-2.1%,i,2.8,2.8,7.6,1,788
C#CCNC(=O)C1=C[C@H](c2coc3ccccc3c2=O)[C@@H](CCCO)[C@H](OCC)O1,-0.33,-0.24,0.17,-0.38,-0.91,1480,-2%,-5%,i,34,6.0%,i,1.1,1.5,0.3,8,701
O=c1cc(CSc2nc3cc(Cl)ccc3o2)nc2sccn12,1.2,-0.15,0.59,-1.1,0.56,1555,4%,11%,i,-6,-1.0%,i,2.6,2.1,4.7,nt,nt
CC1(C)C=C2[C@H]3CC[C@@H]4[C@@]5(C)CCC(=O)C(C)(C)[C@@H]5CC[C@@]4(C)[C@]3(C)CC[C@@]2(C(=O)O)CC1,1.4,-0.26,0.95,-0.24,nt,nt,14%,1%,i,9,-3.5%,i,2.1,2.5,4.6,3,715
COc1cc2[nH]c(=O)n(CCC(=O)N3CCN(c4cccc(C)c4C)CC3)c(=O)c2cc1OC,0.22,0.076,0.86,-1.2,-1.8,1237,5%,0%,i,11,-1.8%,i,9.2,2.4,10,nt,nt
Cn1c(C(=O)N2CCCC(C(=O)O)C2)cc2sccc21 (centres undefined),0.085,-0.23,0.46,-0.25,0.61,927,5%,7%,i,-5,0.9%,i,2.0,2.2,5.2,10,778
COc1ccc(/C=C(/C#N)C(=O)Nc2cccc(C)c2C)cc1C(=O)O,1.4,-0.21,0.59,-1,-0.14,1902,12%,21%,i,12,-2.6%,i,4.9,1.4,2.2,0,639
COC(=O)Nc1ccc(S(=O)(=O)N2CCCC(C(=O)N3CCCCC3)C2)cc1 (centres undefined),1.3,-0.16,0.69,-0.39,-1.5,1250,1%,4%,i,-5,nt,i,2.4,1.3,2.7,7,694
CCO[C@H]1OC(C(=O)NC2CC2)=C[C@@H](C2CC2)[C@@H]1CCCO,-0.18,-0.3,0.18,0.15,0.44,1408,6%,-5%,i,-28,-0.6%,i,2.8,1.1,13,-13,735
O=C(NCC(=O)N1CC(O)CC1C(=O)N1CC(O)CC1C(=O)OCc1ccccc1)OCc1ccccc1 (centres undefined),-0.74,-0.2,-0.76,0.53,-0.13,1152,6%,6%,i,13,-1.7%,i,2.5,1.8,9.8,19,702
COc1ccc(OCc2n(CC(=O)OC3CC(C)CCC3C(C)C)c3ccccc3[n+]2C)cc1 (centres undefined),2.3,3.2,2.5,-6,?,nt,0%,3%,nt,nt,nt,i,nt,nt,nt,-17,775
COc1ccc(/C(O)=C2\C(=O)C(=O)N(c3cc(C)on3)C2c2ccc(OC)c(OC)c2)cc1OC (centres undefined),-0.54,-0.21,-0.23,0.34,0.77,1645,7%,27%,i,-13,0.1%,i,1.8,1.9,8.0,nt,nt
Cc1nn(C)cc1CNC(=O)c1ccc(Br)o1,-0.21,-0.33,-0.07,0.092,0.75,1057,1%,-3%,i,-24,-1.7%,i,3.0,4.2,4.2,nt,nt
CCCCN(CCCC)CC(O)Cn1c2ccccc2c(=O)c2ccccc21 (centres undefined),-0.36,-0.27,0.4,0.19,-0.27,1113,8%,-21%,nt,nt,nt,i,nt,nt,nt,11,720
CN(c1ccc(C(=O)Nc2ccccc2Sc2ccccc2)cc1)S(C)(=O)=O,-0.36,-0.2,-0.3,-0.96,nt,nt,-3%,-6%,i,14,3.3%,i,2.8,1.8,5.2,nt,nt
O=C(Nc1ccc(Cc2ccc(NC(=O)N3CCOCC3)cc2)cc1)N1CCOCC1,-0.76,-0.14,-0.11,0.3,-0.2,1116,3%,-14%,i,16,nt,i,4.8,1.9,8.5,1,705
O=S(=O)(c1cccc2nonc12)N1CCN(c2ccccc2F)CC1,-0.28,-0.23,-0.32,0.61,0.85,1478,6%,-5%,i,23,0.6%,i,5.2,3.3,3.5,3,708
COC(=O)C1=C(C)NC2=C(C(=O)CC(C)(C)C2)C1c1cccc(C)n1 (centres undefined),-0.079,-0.25,0.29,-0.27,0.39,1284,3%,-1%,i,3,-2.4%,i,4.4,1.2,60,nt,nt
Cn1ccnc1SCC(=O)NC1CC1,0.63,0.41,0.55,-1.1,nt,nt,49%,1%,i,1,-0.8%,i,1.9,1.7,9.7,16,759
Cc1ccc(C2C3=C(CC(C)(C)CC3=O)NC3=C2C(=O)CC(C)(C)C3)o1,-0.27,0.68,0.035,0.21,0.68,1320,2%,5%,i,-7,-1.3%,i,2.6,2.7,8.2,nt,nt
CCN(CC)c1ccc(NC(=O)COC(=O)C23CCC(=O)N2c2ccccc2S3)cc1 (centres undefined),-1.6,1.3,-0.64,2,1.7,758,15%,-1%,i,7,-1.9%,i,1.5,1.6,5.4,16,813
O=C(/C(C=Nc1cc2c(oc1=O)CCCC2=O)=C(\O)c1ccccc1)c1ccccc1,0.76,-0.18,0.54,-0.13,0.52,1485,11%,11%,i,9,-1.8%,i,3.5,2.1,8.0,16,754
Cc1ccc(-c2nc3ccsc3c(=O)[nH]2)cc1,0.25,-0.36,0.36,0.54,-0.28,1133,-1%,-5%,i,1,-2.1%,i,6.1,2.3,7.6,-5,692
COc1ccc(C(=O)NC(=S)Nc2cccc(NC(=O)c3ccco3)c2)cc1[N+](=O)[O-],-0.1,-0.25,-0.11,1,-0.25,1384,8%,-1%,i,2,-0.9%,i,7.6,1.8,5.6,13,667
